# Peg3 promoter = reduces Peg3 promoter-driven luciferase expression in HeLa | HeLa PEG-Prom luciferase reporter, luminescence, overnight | inhibition, % at 20 µM | 1.7% of 360,000 active | AID 588405;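 active = inhibition of at least 50% at 20 µM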
# Shn3 inh set2 = inhibitors of Schnurri-3 3'UTR reporter in osteoblasts; Clone20 osteoblast Shn3 3'UTR firefly luciferase, 24 h; inhibition, % at 12.5 µM; 0.52% of 360,000 active; AID 588674;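 active = mean inhibition of at least 75% with every replicate also reaching 75%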;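 also: 0% = median of neutral control wells and 100% = pilot-screen positive control compound; some compounds past the cut are filed as inactive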
# CF NFkB block = blocks PAF-induced NF-kB reporter in cystic fibrosis cells; KKLEB NF-kB-GFP reporter, GFP fluorescence overnight; 0.86% of 360,000 active; inhibition, % at 5 µM;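 active = at least 50% inhibition at 5 µM, scaled per plate between neutral and stimulator controls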;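 also: PAF is a Pseudomonas aeruginosa culture filtrate used as stimulus; plate controls were PAF-stimulated DMSO wells for no effect and unstimulated DMSO wells for full effect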
# NR2E3 ag-1 = activates human NR2E3 receptor; 0.35% of 360,000 active; CHO-S Gal4-NCOR/VP16-NR2E3 two-hybrid, luciferase; Q9Y5X4; AID 602229; inhibition of corepressor binding, % at 3.98 µM;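 active = inhibition above the mean of all tested compounds plus 3 SD, cut at about 70% in these data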;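 also: 0% = DMSO with NR2E3 transfected cells and 100% = cells lacking NR2E3 construct; higher means lower luciferase signal from less NR2E3 corepressor binding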
# Target sequence (Q9Y5X4 whole entry, looked up, the tested form may be a part): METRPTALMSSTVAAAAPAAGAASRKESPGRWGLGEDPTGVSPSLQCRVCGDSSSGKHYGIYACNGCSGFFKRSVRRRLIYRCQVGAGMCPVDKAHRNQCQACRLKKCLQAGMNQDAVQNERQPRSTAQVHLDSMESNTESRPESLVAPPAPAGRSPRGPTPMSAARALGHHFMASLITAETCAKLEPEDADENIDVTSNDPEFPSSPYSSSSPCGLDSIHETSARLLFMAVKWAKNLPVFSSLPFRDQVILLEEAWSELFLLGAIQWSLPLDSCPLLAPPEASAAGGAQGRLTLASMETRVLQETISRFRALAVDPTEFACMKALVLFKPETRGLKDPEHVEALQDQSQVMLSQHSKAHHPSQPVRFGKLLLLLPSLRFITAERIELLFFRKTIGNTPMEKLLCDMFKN
# TRPM1 prom inh = inhibitors of MITF-driven TRPM1 promoter in melanoma cells | SK-MEL-5 TRPM1 promoter luciferase, 24 h | inhibition, % at 12.5 µM | 0.83% of 330,000 active | AID 488899;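 active = mean inhibition across replicates of 60% or more, whatever share of single replicates reaches that level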; also: values of inactives mirror those of a sister screen read the other way
# HIF-2a inh = inhibitors of HIF-2a; inhibition, % at 18.8 µM; 786-0 RCC cells HIF-2a reporter, luciferase luminescence, overnight; 0.72% of 360,000 active; AID 624352;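 active = inhibition of the luminescence signal of 40% or more relative to plate controls, in a single-dose primary screen at 18.75 µM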
# PDI inh = blocks human protein disulfide isomerase activity. PDI insulin aggregation turbidity, A650, 90 min. AID 588391. P07237. inhibition, % at 10 µM. 0.052% of 350,000 active;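 active = mean inhibition across replicates of 30% or more, whatever share of single replicates reach that level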;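 also: absorbance from insulin aggregation driven by PDI reduction with DTT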
# Target sequence (P07237 whole entry, looked up): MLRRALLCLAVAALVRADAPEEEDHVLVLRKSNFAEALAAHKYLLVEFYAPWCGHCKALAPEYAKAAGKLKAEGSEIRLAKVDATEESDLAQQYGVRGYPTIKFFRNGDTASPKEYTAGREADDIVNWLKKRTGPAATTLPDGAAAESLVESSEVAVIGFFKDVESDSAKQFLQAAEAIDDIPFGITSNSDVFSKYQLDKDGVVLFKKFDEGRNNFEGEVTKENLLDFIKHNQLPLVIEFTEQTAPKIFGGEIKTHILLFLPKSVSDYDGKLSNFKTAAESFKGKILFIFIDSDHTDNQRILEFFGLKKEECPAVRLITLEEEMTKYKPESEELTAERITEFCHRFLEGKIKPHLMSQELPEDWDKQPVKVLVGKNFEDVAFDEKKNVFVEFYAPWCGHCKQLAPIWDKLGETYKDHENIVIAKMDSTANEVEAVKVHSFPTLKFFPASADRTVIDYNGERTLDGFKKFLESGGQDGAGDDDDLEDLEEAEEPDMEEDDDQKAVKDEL
# Vif imaging = HIV Vif inhibition; 0.35% of 340,000 active; inhibition, % at 7.49 µM; AID 602346; HEK293T cells, Vif self-association by quenched fluorescence, imaging, 24 h; in the data active = inhibition above about 50%, passing the limit was not always enough; also: some results filed as inactive read as strong as hits
# KKLEB tox = reduces viability of KKLEB cystic fibrosis airway cells; KKLEB CF airway cells viability, ATPlite luminescence, overnight; active compounds read low; cells stimulated with P. aeruginosa culture filtrate; 0.36% of 360,000 active; activity change (cytotoxicity), % at 5 µM; AID 602141;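 active = corrected activity change at or below -50% at 5 µM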
# NR2E3 ag-2 = activates human photoreceptor nuclear receptor NR2E3; GST-NR2E3/biotin-RetCOR TR-FRET, 1536-well; inhibition of corepressor binding, % at 4.78 µM; 0.12% of 320,000 active; AID 2300;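 active = percent inhibition above the cutoff of mean plus 3 SD of all tested compounds, set per screening campaign, cut at about 20% in these data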;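 also: 0% = DMSO wells and 100% = biotin wells as full block of FRET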
#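 Material: NR2E3–RetCOR corepressor complex / Incubation: Compound–protein incubation for 5 h at 4 °C / Dosing: compound at 4.8 µM, single dose / Detection: time-resolved FRET / Benchmarks: high control biotin, low control 0.6% DMSO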
# CaV13 ICDI inh = Primary screen for inhibitors of IQ motif and Ca2+-dependent inactivation inhibitor domain binding in CACNA1D, Förster resonance energy transfer in living cells, …. HEK cells, CFP/YFP FRET ICDI-IQ, plate reader, 10 min; percent FRET-ratio fall versus neutral wells. inhibition, % at 12.3 µM. 0.098% of 340,000 active;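 active = mean replicate inhibition of at least 30% and at least 1% of replicates passing that level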;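 also: 0% = median of the neutral control wells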
# Starred values were filed as active, the others as inactive; x = no result given.
canonical_smiles,TRPM1 prom inh,Vif imaging,HIF-2a inh,CaV13 ICDI inh,PDI inh,NR2E3 ag-1,Shn3 inh set2,CF NFkB block,NR2E3 ag-2,KKLEB tox,Peg3 promoter
CC(=O)Nc1ccc(NC(=O)C(C)OC(=O)C2CC(=O)N(CCc3ccccc3)C2)cc1 (stereo not drawn),7,-6,27,-7,-5,-8,-14,17,-2,-10,-16
C[C@H](CO)N1C[C@H](C)[C@@H](CN(C)S(C)(=O)=O)Oc2c(NC(=O)c3ccncc3)cccc2C1=O,-12,-1,2,-6,-1,-14,-18,-1,x,-2,-3
CN(C)CCNc1ccc(-c2nn(C)c(=O)c3ccccc23)cc1[N+](=O)[O-],1,-4,24,-12,12,21,25,0,2,2,3
CC(=O)N1N=C(c2ccc(Br)cc2)CC1c1cn(C)c2ccccc12 (stereo not drawn),12,-10,-28,-5,-1,-39,-1,13,1,-12,21
CC(=O)Nc1ccc(NC(=O)CS(=O)(=O)c2cn(CC(=O)N3CCC(C)CC3)c3ccccc23)cc1,7,1,12,x,-2,-25,-22,-13,0,15,7
O=C(Nc1cccc(NC(=O)c2ccco2)c1)c1cccc(Br)c1,-15,19,-42,-3,-9,-8,17,8,1,4,-25
N=c1n(CC(=O)O)c2ccccc2n1Cc1ccccc1Cl,-3,7,6,-5,-5,7,-12,-6,-1,3,16
O=C(O)/C=C/C(=O)Nc1c(F)cccc1F,-1,-3,16,-16,1,4,-14,-3,5,0,-6
C=CCN(c1ccccc1)S(=O)(=O)c1ccc2c(c1)oc(=O)n2C,x,13,21,-3,x,-30,2,-4,1,6,18
CCOC(=O)C1(Cc2ccccc2)CCN(Cc2ccc(C3CCCCO3)s2)CC1 (stereo not drawn),2,1,9,-2,1,45,18,25,1,-6,17
COc1ccc2c(c1)CCCC2NS(=O)(=O)OCC(Cl)(Cl)Cl (stereo not drawn),-1,6,15,-8,1,10,1,0,0,-2,11
CCOc1ccc(-c2nnn(CC(=O)NCc3ccco3)n2)cc1,-4,5,17,-5,12,-40,2,0,-4,-4,15
CCCOC1CCCN(C(=O)c2ccc3oc(C(C)C)nc3c2)C1 (stereo not drawn),-20,-2,-159,-6,7,-50,-27,-44,-3,15,-150
Cc1ccc(NC(=O)Cn2nnc(C(=O)NCc3ccc(Cl)cc3)c2N)cc1F,2,3,-7,-5,-2,4,10,6,3,-13,-8
CCc1nnc(NC(=O)CSc2nnc(COc3cccc(C)c3)o2)s1,9,-2,-9,-5,0,12,-6,-1,1,0,19
O=C(O)Cn1nc(-c2ccc(Cl)cc2)ccc1=O,-2,-11,-2,-16,-6,-30,-10,5,2,2,-10
O=S(=O)(c1ccc(Cl)cc1)c1nc(-c2ccccc2F)oc1NCCCN1CCOCC1,-9,-1,-10,-5,6,-57,11,-5,4,5,10
O=[N+]([O-])c1ncc(Br)cc1Nc1ccccc1,-1,-5,14,0,7,2,-90,-12,-3,-14,-4
FC(F)(F)c1ccc(C2[C@H]3CN(Cc4cccnc4)[C@H](c4ccccc4)C34CC2(c2cccnc2)C4)cc1 (stereo partly drawn),2,-12,4,-6,-10,-2,12,29,-2,-21,34
COc1ccc(C(=O)Nc2cccc3ccccc23)cc1,-38,-3,-228,-3,7,-56,-33,-10,3,22,-127

canonical_smiles,TRPM1 prom inh,Vif imaging,HIF-2a inh,CaV13 ICDI inh,PDI inh,NR2E3 ag-1,Shn3 inh set2,CF NFkB block,NR2E3 ag-2,KKLEB tox,Peg3 promoter
O=C(COc1ccccc1)Nc1ccc(N2CCN(C(=O)c3ccco3)CC2)cc1,1,-3,9,-7,13,-3,3,-6,3,-2,-11
C=CCn1c(SCc2cc(=O)n3cc(C)ccc3n2)nnc1-c1cccc(C)c1,-10,-3,17,-3,-6,3,8,6,0,-3,18
CCc1c(C)sc(NC(=O)Cn2nc(C)c([N+](=O)[O-])c2C)c1C(N)=O,6,0,10,-3,-13,-24,-24,-10,1,0,10
CN(CCO)c1cc(N2CCN(C(=O)c3ccco3)CC2)c2nonc2c1[N+](=O)[O-],4,10,27,-15,3,-15,-15,10,-6,1,12
COc1ccc(OCc2cc(C(=O)N(C)Cc3nccn3C)no2)c2ccccc12,29,-1,-7,-6,-1,-15,-4,24,3,-14,13
CC(C)Cn1c(=O)c(C(=O)Nc2ccncc2)c(O)c2ccccc21,45,-9,17,-1,6,-5,54,21,-1,-16,22
O=C(C1CCCN(S(=O)(=O)c2ccccc2)C1)N1CCCCC1 (stereo not drawn),-10,-2,4,-5,-5,-5,5,20,2,-16,7
CCC(=O)NC(Nc1cccc(C)n1)(C(F)(F)F)C(F)(F)F,7,-3,20,-5,4,-11,30,2,2,-5,4
COc1cc(/C=N/n2c(SC)nnc(C(C)(C)C)c2=O)ccc1O,3,-8,22,-3,1,-28,-11,2,0,8,11
Cc1nn(CC(=O)N(C)C2CCS(=O)(=O)C2)c(C)c1[N+](=O)[O-] (stereo not drawn),6,9,3,-4,-3,-8,-2,-6,1,-8,-1
O=C(NC(Nc1cc(C(F)(F)F)ccc1Cl)C(=O)c1ccccc1)c1ccccc1 (stereo not drawn),-7,9,-6,-6,14,-18,-11,7,-3,5,4
CCCNS(=O)(=O)c1ccc(OCC(=O)OC)cc1,-5,2,20,-5,-3,2,-2,10,3,-8,10
COc1ccc(C(=S)N2CCOCC2)cc1OC(=O)c1cccc([N+](=O)[O-])c1,8,-3,18,11,1,-11,5,2,4,1,4
CC(NC(=O)C1CCCCC1)C(=O)NC1=NCCS1 (stereo not drawn),6,-3,4,-2,4,15,-2,22,-5,-5,16
CN(Cc1ccccc1)C(=O)C1CCN(S(=O)(=O)c2cccc3nsnc23)CC1,15,-7,13,-7,1,-12,-11,5,3,2,7
N#C/C(=C(/O)COc1cccc2ccccc12)c1nc2ccccc2[nH]1,18,x,-1,x,2,-21,1,36,-1,-16,20
Cc1ccc(CNC(=O)CCc2c(C)nc3ncnn3c2C)cc1,7,0,15,-4,1,-7,0,-6,0,-7,7
Cc1cccc(OCC(=O)Nc2cc(S(=O)(=O)N3CCOCC3)ccc2N2CCCC2)c1C,-2,4,-5,-6,-5,-11,-42,-37,-4,17,10
CC(C)(C)OC(=O)C(C(=O)OC(C)(C)C)c1ccc(Cl)nn1,3,0,13,-6,-4,-10,1,-1,1,15,-2
Cc1nc(C(=O)N/N=C/c2[nH]ncc2Br)cs1,-15,-3,-71,-5,0,-32,-19,-14,4,-6,-47

canonical_smiles,TRPM1 prom inh,Vif imaging,HIF-2a inh,CaV13 ICDI inh,PDI inh,NR2E3 ag-1,Shn3 inh set2,CF NFkB block,NR2E3 ag-2,KKLEB tox,Peg3 promoter
CCOC(=O)c1cnc(-n2nc(C)cc2C)nc1NC(C)c1ccccc1 (stereo not drawn),3,-34,8,-3,3,98*,50,10,-5,-10,43
COc1ccccc1N1CCN(Cc2cc(=O)c(OCC(=O)NC3CCCC3)co2)CC1,14,-6,13,-6,8,4,-3,-10,3,-15,-2
CCN(CC)S(=O)(=O)c1cccc(C(=O)N/N=C/c2ccc(N3CCOCC3)cc2)c1,9,1,20,-2,-10,-4,2,-10,3,5,3
CCCC1(c2ccccc2)NC(=O)N(CC(=O)N2CC(=O)Nc3ccccc32)C1=O (stereo not drawn),2,-2,-4,-5,2,-21,3,-12,0,-1,-13
O=C(CSc1nc(=O)n2ccccc2n1)NCc1ccccc1Cl,-9,6,5,-5,5,2,4,-7,2,8,-7
Cc1ccn2c(=O)c(NC(=O)COc3ccccc3)c(C)nc2c1,-2,x,14,-6,-4,3,0,-9,-2,-5,-7
Cc1ccc(C(=O)Nc2ncc(Cc3ccc(SC(F)F)cc3)s2)cc1,7,-16,-49,-3,-10,-52,-31,22,0,-14,-63
CCn1c(SCC(=O)NCc2ccc(F)cc2)nc2c(c1=O)SC(C)C2 (stereo not drawn),-2,9,26,-6,-1,-11,8,-36,1,6,9
CCNc1nc(NCC)nc(N(C#N)C(C)C)n1,-3,-4,-5,-3,-14,3,9,36,4,-11,-3
CCN1C(=O)CC(C(=O)O)SC1=Nc1ccc(OC)cc1 (stereo not drawn),2,3,19,-4,-8,-3,7,9,1,-20,14
CCOC(=O)/C(=N\Nc1cc(Cl)ccc1Cl)N1CCOCC1,-1,2,23,2,-7,7,0,23,4,-2,-10
COCCn1c(=NC(=O)CSCC(=O)NC2CCCCC2)sc2cc(OC)ccc21,4,-12,17,-6,-5,-6,8,-9,-1,4,20
Cc1ccc(CCNC(=O)CN(C)S(=O)(=O)c2ccc3c(c2)c(=O)n(C)c(=O)n3C)cc1,x,35,15,-7,-6,-6,3,-30,1,-2,13
Cc1ccc(NC(=O)/C=C\C(=O)NCC(=O)O)cc1C,2,-7,20,-12,9,6,8,6,-1,-4,7
CCc1cccc(C)c1NC(=O)CN(C)Cc1cccc(F)c1,-8,5,9,-2,-9,-3,-3,2,-4,1,20
CCOC(=O)c1c(C)n(C(=O)c2ccco2)c(=O)n1C(=O)c1ccco1,24,9,-5,-5,6,1,5,-3,6,3,16
O=C(CN1C(=O)CSc2ncccc21)N1CCOCC1,5,-5,-2,-5,-3,-12,0,-7,-4,3,-7
CNc1ccccc1C(C)(C)c1cc(-c2ccco2)n[nH]1,7,6,-5,-10,3,0,-19,6,-1,4,10
Cc1ccc(C(=O)Nc2ccc(F)cc2)cc1NC1=NC2CS(=O)(=O)CC2S1 (stereo not drawn),-4,1,0,-5,7,-11,2,-4,2,22,1
COc1cc(CNn2c(C)n[nH]c2=S)cc(Cl)c1OCC(=O)NC(C)(C)C,3,-14,1,-7,4,-18,6,7,-2,8,4

# An excerpt from above with just Vif imaging.
SMILES | Vif imaging
O=C(CN1C(=O)CSc2ncccc21)N1CCOCC1 | -5
CNc1ccccc1C(C)(C)c1cc(-c2ccco2)n[nH]1 | 6

# The results go on:
canonical_smiles,TRPM1 prom inh,Vif imaging,HIF-2a inh,CaV13 ICDI inh,PDI inh,NR2E3 ag-1,Shn3 inh set2,CF NFkB block,NR2E3 ag-2,KKLEB tox,Peg3 promoter
COc1ccc(CCNC(=O)CCc2nc3sc4c(c3c(=O)[nH]2)CCCC4)cc1,-7,-4,10,-10,1,-4,-11,-4,3,-3,13
CC1(C(=O)NCCc2ccccc2)Cc2c(-c3ccccc3)ccnc2O1 (stereo not drawn),x,-5,10,-5,1,0,-15,-52,x,4,18
COc1ccc(CNC2CCCc3ccccc32)c(OC)c1 (stereo not drawn),5,25,20,-5,1,-10,24,17,x,-16,6
Cc1cc(C)n(C2=NS(=O)(=O)c3ccccc32)n1,11,11,10,-9,-2,2,9,-7,-2,15,-9
CN(Cc1ccccc1)C(=O)c1ccc2nc([C@H]3C[C@H](O)[C@@H](CO)O3)[nH]c2c1,x,-5,5,-3,9,9,-7,6,x,-1,-17
